# Yfh1-off respiration = enhancers of respiration in Yfh1-depleted yeast, dose response, Friedreich's ataxia, plus single-dose screen (AID 1465); S. cerevisiae Yfh1-off respiration, WST-1 reduction, 72 h; higher fold induction means a stronger effect; one-dose fold induction at 50 µM; EC50 in µM for titrated hits; hit rate 0.074% among 220,000;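 active means fold induction of absorbance versus untreated yeast above a set limit, then at least 30% activation at any dose in follow-up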;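 further: activators that raise dye reduction in frataxin-depleted yeast; strong numbers were not always called active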
# GPR55 antagonists = inhibition of LPI-stimulated GPR55 beta-arrestin translocation – imaging, U2OS, beta-arrestin-GFP, LPI agonist, primary screen (AID 2013); U2OS GPR55 beta-arrestin-GFP translocation imaging, LPI antagonism; higher % means a stronger effect; hit rate 0.13% among 290,000; one-dose inhibition, % at 10 µM; IC50 in µM for titrated hits;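 active means spots per cell inhibited over 60%, with over 100 cells counted and total cytoplasm intensity under 500,000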;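 further: U2OS cells stably carrying GPR55 and arrestin-GFP stimulated by 5 µM LPI near EC80; imaged beta-arrestin-GFP aggregate spots per cell after agonist stimulation; plate controls were LPI-stimulated DMSO wells for no effect and DMSO wells without LPI for full effect; some results filed as inactive read as strong as hits; confirmed hits need IC50 under 10 µM and bright autofluorescent wells are also inconclusive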
# NTR1 ag = NTR1-driven beta-arrestin-GFP spot formation – imaging, U2OS cells, high content, primary screen (AID 493036) | hit rate 0.17% among 330,000 | P30989 | agonist mode | activation, % at 20 µM;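 active means activation at or above 40% of the spot to cytoplasm intensity ratio, with at least 20 cells analyzed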;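 further: 0% = DMSO without peptide and 100% = 100 nM NTR1 peptide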
# Target sequence (P30989 whole entry, looked up): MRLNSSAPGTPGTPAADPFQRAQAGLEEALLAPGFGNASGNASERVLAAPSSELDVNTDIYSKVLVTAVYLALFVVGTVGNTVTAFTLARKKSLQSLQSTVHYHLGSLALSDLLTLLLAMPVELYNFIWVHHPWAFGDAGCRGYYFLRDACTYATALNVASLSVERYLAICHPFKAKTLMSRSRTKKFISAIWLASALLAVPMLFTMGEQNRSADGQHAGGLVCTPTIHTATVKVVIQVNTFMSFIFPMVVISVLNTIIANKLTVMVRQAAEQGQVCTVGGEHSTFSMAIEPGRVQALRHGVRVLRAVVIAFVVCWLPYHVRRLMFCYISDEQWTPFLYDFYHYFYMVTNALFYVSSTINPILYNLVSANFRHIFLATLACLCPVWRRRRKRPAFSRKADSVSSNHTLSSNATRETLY
# AID2073 = inhibitors of Mint1-CaV2.2 protein interaction, biochemical, HTRF (AID 2073). HTRF protein-protein interaction, Mint1-CaV2.2; higher % means a stronger effect. one-dose inhibition, % at 20 µM; IC50 in µM for titrated hits. hit rate 0.19% among 290,000; in the data active means inhibition mostly above about 51%, no sharp cut-off; further: some results filed as inactive read as strong as hits
# MgcRacGAP inhibition = MgcRacGAP GTPase-activating activity inhibitors, confirmation, biochemical, ADP Hunter fluorescence. hit rate 0.6% among 340,000. AID 624330. inhibition, % at 30 µM; hits with a dose series show IC50 in µM. MgcRacGAP-stimulated Rac1 GTP hydrolysis, ADP Hunter fluorescence; higher % means a stronger effect; GST-tagged Rac1 F28L mutant substrate;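 active means first-screen hits whose inhibition reached a set limit at any dose in the follow-up dose series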;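 further: fluorescence reports GDP produced by GAP-driven GTP hydrolysis; strong numbers were not always called active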
# GPR35 arrestin U2OS = GPR35 antagonists blocking zaprinast-driven arrestin recruitment, primary screen, imaging, U2OS, beta-arrestin-GFP, zaprinast agonist (AID 2058). U2OS GPR35 beta-arrestin-GFP translocation imaging, zaprinast antagonism; higher % means a stronger effect. one-dose inhibition, % at 10 µM; IC50 in µM for titrated hits. hit rate 0.052% among 290,000;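 active means inhibition of at least 50% with at least 30 cells and total cytoplasm GFP at most 10,000,000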
# GPR55 activation = selective activators of receptor GPR55 – imaging, U2OS cells, beta-arrestin-GFP redistribution, primary screen (AID 1961); U2OS GPR55 beta-arrestin-GFP redistribution imaging; higher % means a stronger effect; one-dose activation, % at 10 µM; EC50 in µM for titrated hits; hit rate 0.048% among 290,000;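 active means activation above 40% with more than 50 cells counted in the well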;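 further: U2OS osteosarcoma cells stably expressing GPR55 and beta-arrestin-GFP; plate controls were DMSO negative control for no effect and LPI positive control for full effect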
# NS5 inhibitors = Dengue-2 NS5 methyltransferase inhibitors, primary screen, biochemical, confirmation dose response (AID 588689); hit rate 0.3% among 340,000; inhibition, % at 25 µM, or IC50 in µM where a hit was titrated; Dengue-2 NS5 methyltransferase capping enzyme assay, biochemical; higher % means a stronger effect; in the data active means a potency from the dose series
# Large T inhibition = TAg ATPase/helicase activity blockers – biochemical (AID 1903). SV40 large T antigen ATPase/helicase inhibition assay; higher % means a stronger effect. one-dose inhibition, % at 20 µM; IC50 in µM for titrated hits. hit rate 0.39% among 310,000; in the data active means a potency from the dose series; further: strong numbers were not always called active
# NTR1 ag cell count 20 µM = also measured in NTR1 ag; calls as there; cell count; measured here: cell count, cytotoxicity flag
# NS5 inhibitors pilot replicate = recorded beside NS5 inhibitors, whose call it bears; inhibition, %; measured here: pilot screen replicate inhibition
# The depositor's hits bear a star; i = inactive; / = not tested or not shown; & = joins results of further samples.
SMILES,Yfh1-off respiration,GPR55 antagonists,NTR1 ag,NTR1 ag cell count 20 µM,AID2073,MgcRacGAP inhibition,GPR35 arrestin U2OS,GPR55 activation,NS5 inhibitors,Large T inhibition,others
COc1ccccc1C1C(C#N)=C(N)Oc2cc(C)n(CCCn3ccnc3)c(=O)c21 (stereo unspecified),i,-20%,-1.0,74,-9%,2%,0%,0.0%,0%,6%,
COc1ccc(Nc2nc(-c3ccccc3)nc3ccccc23)cc1,/,25%,30,81,23%,5%,14%,0.0%,-2%,11%,
CSc1nc(SCCN(C)C)c2c3c(sc2n1)COC(C)(C)C3,i,6%,1.7,51,16%,-11%,-2%,-0.2%,5%,17%,
COc1ccc(OC)c2[nH]c(C(=O)N3CCC(C(=O)O)CC3)cc12,/,-2%,-0.8,107,-11%,4%,-3%,0.0%,-3%,18%,
Cc1cccc(C(=O)NCC(=O)Nc2ccncc2)c1,/,/,-1.4,56,/,8%,/,/,0%,12%,
CCOc1ccccc1CNC(=O)c1ccc(NC(=O)C2=C(C)OCCS2)cc1,/,6%,-0.6,69,6%,3%,7%,-0.1%,-10%,11%,
CCOC1=NN(c2ncc(C(F)(F)F)cc2Cl)C(=O)/C1=C/N(C)C,i,-9%,2.0,42,14%,3%,1%,1.1%,-3%,0%,
CN(CC(=O)Nc1ccc(F)c(F)c1F)c1ncnc2sccc12,i,7%,0.7,52,3%,2%,5%,0.0%,-75%,4%,
Cc1nc(C)c(-c2ccc(SCc3cccc(F)c3)nn2)s1,/,4%,5.7,56,-11%,3%,-10%,0.6%,2%,6%,
O=C(CSc1nnc(NCc2ccccc2)s1)c1ccco1,i,3%,0.0,44,-12%,8%,24%,0.2%,2%,34%,
COC(=O)/C=C/C(=O)Nc1cccc(C(F)(F)F)c1,i,-2%,4.0,42,0%,5%,-3%,-0.3%,-1%,17%,
COc1ccc(-c2nc3cc(NC(=O)Cc4ccc(OC)c(OC)c4)ccc3o2)cc1,i,3%,0.2,78,12%,3%,1%,0.2%,-1%,6%,NS5 inhibitors pilot replicate=0.9
CC(=O)Nc1ccc(NC(=O)COC(=O)CCCc2c[nH]c3ccccc23)cc1,/,/,0.0,61,/,4%,/,/,1%,-8%,
O=C(C1CCC1)N1CCc2cc(S(=O)(=O)NC3CCCC3)ccc21,i,10%,-1.8,58,5%,6%,-8%,0.3%,-2%,-2%,
CCOC(=O)c1cc2c(nc1NC(=S)Nc1ccccc1)CC(C)(C)OC2,i,3%,-0.9,97,-9%,5%,-2%,-0.1%,-7%,15%,
CN(CCC#N)C(=O)COC(=O)c1ccc(CNS(=O)(=O)c2ccc(F)c(Cl)c2)cc1,i,7%,-0.9,63,21%,3%,1%,0.2%,1%,-2%,
CCOc1ccc(N(CC(=O)NC2CCCCCC2)S(=O)(=O)c2ccccc2)cc1,/,18%,0.9,65,24%,9%,-11%,0.1%,-6%,6%,
CCOC(=O)C(Cc1ccc(NC(=O)/C(=C\c2ccccc2)NC(=O)c2ccccc2)cc1)N1C(=O)c2ccccc2C1=O (stereo unspecified),i,10%,0.8,56,18%,3%,-5%,-0.1%,-1%,14%,
COC(=O)c1c(C)oc2ccc(N(C(=O)c3ccncc3)S(=O)(=O)c3ccc(C)cc3)cc12,i,-8%,7.0,38,-6%,19%,-7%,-0.2%,-25%,-1%,
CC(C(=O)Nc1ccc2c(c1)OCO2)N1CCN(C)CC1 (stereo unspecified),i,16%,1.1,53,5%,65µM*,2%,0.6%,-3%,8%,
CC1CN(S(=O)(=O)c2ccc(C(=O)NN3CCN(C)CC3)cc2)CC(C)O1 (stereo unspecified),i,3%,-2.2,93,-1%,6%,0%,0.2%,-10%,14%,
CCS(=O)(=O)CCSc1nc2ccccc2o1,i,6%,0.4,47,0%,-6%,-8%,-0.2%,1%,6%,
COc1ccccc1C(O)(C(=O)NN(C(=O)c1ccccc1)c1ccccc1C)c1cccs1 (stereo unspecified),i,18%,1.0,69,-1%,16%,-3%,0.0%,-6%,7%,
Cc1cc(C)n(C(=O)CNC(=O)/C=C/c2ccccc2)n1,i,-5%,0.1,87,6%,11%,4%,0.1%,3%,25%,
Cc1cc(C)n(-c2ccc(S(=O)(=O)N3CCCC3)cc2[N+](=O)[O-])n1,i,2%,0.0,52,8%,9%,12%,0.2%,3%,14%,
O=S(=O)(NCc1ccc(F)cc1)c1cccc(S(=O)(=O)N2CCOCC2)c1,i,-2%,0.1,54,-2%,-4%,-2%,-0.2%,0%,4%,
COc1ccc(C(=O)Nc2nnc(SCC(=O)NC3CC3)s2)cc1,/,2%,-1.9,61,8%,6%,-2%,-0.2%,2%,10%,
CCn1cc(C(=O)Nc2ccc(OC)c(S(=O)(=O)N3CCCCC3)c2)c(=O)c2ccc(C)nc21,i,6%,1.7,71,-4%,10%,-2%,0.0%,-1%,5%,
CCC(=O)NCCNC(=O)c1c(SC)nsc1SC,i,9%,-0.8,35,-7%,10%,-8%,0.3%,8%,-1%,
CC(C)c1noc2ncc(C(=O)c3cc(Cl)cc(Cl)c3O)cc12,i,8%,4.0,38,4%,14%,-22%,0.2%,35%,13%,
COc1ccc(CNC(=O)[C@H](C)[C@@H]2C[C@@]2(C)[C@@H](NC(=O)OCc2ccccc2)c2ccccc2)cc1OC,i,8%,0.9,56,16%,/,-1%,-0.1%,/,9%,
Cc1ccc(C(=O)NC(=S)Nc2ccc(Oc3ccc(Cl)cc3)cc2)cc1,i,-8%,4.9,45,-22%,-2%,6%,-0.1%,6%,10%,
Cc1cc(C)n(C(=O)CNC(=O)c2ccc3c(c2)OCCO3)n1,i,2%,-0.2,31,0%,10%,-1%,-0.1%,8%,3%,
O=c1[nH]c(NCc2ccco2)nnc1Cc1ccccc1Cl,i,-3%,0.7,23,-2%,5%,15%,-0.4%,-8%,-5%,
CCCCCCC1CC(CCC(=O)Nc2ccc([N+](=O)[O-])cc2)C(=O)O1 (stereo unspecified),i,-3%,-1.0,68,30%,2%,-4%,-0.4%,1%,-2%,
OC(CCN1CCCCC1)(c1ccccc1)C1CCCCC1 (stereo unspecified),i,8%,3.4,49,4%,3%,-1%,0.5%,-1%,5%&1%,
Cc1nnc(SCc2ccccc2Cl)n(N)c1=O,i,4%,1.3,87,-2%,0%,-11%,-0.3%,-5%,8%,
COc1ccc(/C=N/n2cncn2)cc1COc1ccc(NC(C)=O)cc1,/,-4%,3.6,64,-1%,11%,-7%,0.2%,-2%,0%,
COc1ccc(N2C3=C(CC4=C2CC(C)(C)CC4=O)C(=O)CC(C)(C)C3)cc1,i,-8%,-0.7,54,25%,0%,14%,-0.1%,-10%,14%,
COc1ccc(CCNC(=O)CCCOc2ccc(C)cc2)cc1OC,i,6%,0.5,68,-9%,2%,14%,0.3%,2%,1%,
COc1ccc(C(=NN)c2ccc(OC)cc2)cc1,/,/,0.3,59,/,6%,/,/,-4%,14%,
CCOC(=O)CC(=O)Nc1ccn[nH]1,i,-4%,0.1,59,8%,5%,-8%,0.9%,-6%,4%,
CC(=O)C1=NN(c2ccccc2)C(c2cccs2)N1c1ccc(N(C)C)cc1 (stereo unspecified),i,16%,4.1,78,-8%,-2%,3%,-0.1%,1%,25%,
CCCNC(=O)COc1cccc(C(=O)NCc2ccccc2)c1,i,7%,-0.7,88,-1%,7%,-4%,0.3%,-4%,8%,
COc1ccc(NC(=O)c2ccccc2NC(=O)NC2CCCCC2)cc1,i,-5%,2.1,74,-1%,6%,-1%,-0.1%,-7%,-3%,NS5 inhibitors pilot replicate=2.7
CC1Oc2ccccc2N(CC(=O)Nc2ccc3c(c2)OCO3)C1=O (stereo unspecified),i,8%,0.6,51,-4%,9%,-6%,0.2%,-3%,7%,
CCCN(CCC)CCN1C(=O)C2C(C(=O)Nc3cccc(SC)c3)C3C=CC2(O3)C1C(=O)NC1CCCCC1 (stereo unspecified),/,19%,1.4,50,-2%,6%,1%,-0.1%,-11%,12%,
O=C(CCCN1C(=O)/C(=C/c2cccs2)SC1=S)Nc1ccccc1O,/,-6%,6.1,53,-2%,6%,-1%,/,-5%,4%,
CC1CC(C(F)(F)F)n2ncnc2N1 (stereo unspecified),i,6%,-0.8,38,-5%,11%,-14%,0.0%,-4%,3%,
O=C(NCCCN1CCOCC1)c1ccc(Br)s1,i,-2%,-1.2,90,0%,5%,-22%,-0.1%,-1%,4%,
Cc1ccc(NS(=O)(=O)c2cccc3nsnc23)cc1[N+](=O)[O-],/,-14%,-0.8,88,-3%,-1%,2%,0.6%,-1%,0%,
O=C(Nc1ccc2c(c1)OCCO2)c1ccccc1,/,4%,-1.5,97,11%,6%,-2%,0.5%,-8%,7%,

# Compound activity deposited in PubChem by several laboratories.
